# SENP8 block-1 = SENP8 protease inhibitors, primary screen, biochemical, luminescence | hit rate 1.2% among 330,000 | inhibition, % at 10 µM | AID 2540, 2010 | purified SENP8, Z-RLRGG-aminoluciferin cleavage | Sentrin-specific protease 8 (Homo sapiens), Q96LD8; in the data active = inhibition above about 50%
# Target sequence (Q96LD8 whole entry, looked up): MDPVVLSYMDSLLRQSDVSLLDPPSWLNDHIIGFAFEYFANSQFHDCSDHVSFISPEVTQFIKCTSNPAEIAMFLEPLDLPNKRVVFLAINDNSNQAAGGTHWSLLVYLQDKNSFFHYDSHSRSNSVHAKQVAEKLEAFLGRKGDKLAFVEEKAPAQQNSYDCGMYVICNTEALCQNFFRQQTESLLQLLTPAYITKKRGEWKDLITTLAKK
# Apaf1 inhib = inhibitors of human Apaf-1 apoptosome, primary screen, biochemical, DEVD-Rh110 fluorescence, uHTS | reconstituted apoptosome caspase-3 activity | inhibition, % at 20 µM | hit rate 0.71% among 330,000 | AID 489030, 2010; active = inhibition of at least 40% at 20 µM;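 note: plate controls were DMSO wells for no effect and DEVD-CHO caspase inhibitor wells for full effect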
#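 Material: cell-free apoptosome with Apaf-1, procaspase-3 and caspase-9; Buffer or medium: Hepes pH 7.5 with detergent and BSA; Reagent: cytochrome c trigger plus (Z-DEVD)2-Rh110 caspase-3 substrate; Times: compound with Apaf-1, dATP, procaspase-3 30 min, then 50 min reaction, room temperature; Technique: Rh110 fluorescence intensity.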
# PfG6PD inh = PfG6PD enzyme inhibitors, primary screen, biochemical, fluorescence intensity, uHTS | hit rate 0.78% among 350,000 | PfGluPho enzyme, NADPH resazurin-diaphorase fluorescence | inhibition, % at 20 µM;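 active = inhibition reaching at least a set limit at 20 µM in the primary screen, cut at about 59% in these data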;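 note: 0% = DMSO wells with substrate and 100% = DMSO wells lacking glucose-6-phosphate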
# SENP6 inh = SENP6 protease inhibitors, primary screen, biochemical, luminescence, uHTS; inhibition, % at 10 µM; hit rate 1.8% among 330,000; Sentrin-specific protease 6 (Homo sapiens), Q9GZR1; AID 2599, 2010; Recombinant SENP6 catalytic domain, aminoluciferin luminescence;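 active = inhibition above about 50% at the single tested dose, limit read from the data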;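 note: plate controls were DMSO wells with enzyme for no effect and DMSO wells lacking enzyme for full effect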
# Target sequence (Q9GZR1 628-1112 limits assumed): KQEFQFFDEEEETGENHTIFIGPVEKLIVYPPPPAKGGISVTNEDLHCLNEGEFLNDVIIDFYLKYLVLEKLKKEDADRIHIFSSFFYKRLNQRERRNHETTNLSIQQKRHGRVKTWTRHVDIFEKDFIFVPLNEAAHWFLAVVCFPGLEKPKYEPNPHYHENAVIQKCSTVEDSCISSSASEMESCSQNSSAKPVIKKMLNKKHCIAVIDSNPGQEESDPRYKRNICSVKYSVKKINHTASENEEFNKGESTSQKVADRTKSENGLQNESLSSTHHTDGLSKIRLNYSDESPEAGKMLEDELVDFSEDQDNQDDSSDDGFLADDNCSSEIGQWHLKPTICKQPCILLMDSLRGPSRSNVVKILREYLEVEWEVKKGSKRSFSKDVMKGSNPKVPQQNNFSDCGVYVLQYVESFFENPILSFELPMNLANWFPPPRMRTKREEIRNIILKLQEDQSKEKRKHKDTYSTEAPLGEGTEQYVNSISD
# SENP8 block-2 = human SENP8 protease inhibitors, primary screen, biochemical, fluorescence, Nedd8 protein substrate, uHTS. inhibition, % at 20 µM. hit rate 0.64% among 360,000. recombinant SENP8. Sentrin-specific protease 8 (Homo sapiens), Q96LD8. AID 602440, 2012; in the data active = inhibition mostly above about 40%, no sharp cut-off; inactive = mostly below about 27%
# SENP1 FRET inh = human SENP1 catalytic domain inhibitors, primary screen, biochemical, FRET, uHTS. Sentrin-specific protease 1 (Homo sapiens), Q9P0U3. recombinant SENP1 catalytic domain, CyPet-SUMO1-YPet FRET cleavage. inhibition, % at 10 µM. hit rate 0.21% among 360,000;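 active = inhibition at least 30% at 10 µM, raw YFP signal under a set limit, fluorescence ratio 0.5 to 1.5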;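 note: 0% = enzyme with DMSO and 100% = no enzyme wells; some results filed as inactive read as strong as hits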
# Target sequence (Q9P0U3 419-644 limits assumed): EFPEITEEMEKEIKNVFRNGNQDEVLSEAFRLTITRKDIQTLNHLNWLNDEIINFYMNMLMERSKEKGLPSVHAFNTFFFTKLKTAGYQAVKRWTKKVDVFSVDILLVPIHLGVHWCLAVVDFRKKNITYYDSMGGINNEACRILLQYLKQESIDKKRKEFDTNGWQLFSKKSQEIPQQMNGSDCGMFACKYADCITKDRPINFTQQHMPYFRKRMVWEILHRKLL
#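 Test system: recombinant human SENP1 catalytic domain, His6-tagged / Medium: pH 8 Tris buffer with EDTA, NaCl, BME, BSA, NP40, catalase / Also added: SUMO1 FRET substrate flanked by Cypet and Ypet, 25 nM / Times: 50 min reaction at room temperature / Signal: FRET, CFP and YFP emission / Control set: no-enzyme low control and enzyme-plus-DMSO high control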
# HKDC1 inhibitor = HKDC1 hexokinase inhibitors, primary screen, biochemical, fluorescence, uHTS | AID 493160, 2011 | recombinant HKDC1, G6PDH/diaphorase resazurin coupled fluorescence | hit rate 0.16% among 340,000 | inhibition, % at 20 µM | Q2TB90;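 active = inhibition above about 35% when tested at 20 µM, limit read from the data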;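 note: plate controls were DMSO wells with enzyme for no effect and DMSO wells lacking enzyme for full effect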
#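 Test system: recombinant HKDC1 (HK5) hexokinase enzyme, produced in-house / Doses: 20 µM test compound, 1% DMSO / Timing: 90 min, room temperature / Detection: G6PDH/diaphorase-coupled fluorescence, 1 mM NADP, 100 µM resazurin, 525/613 nm / Control set: DMSO wells with and without enzyme mix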
# NLRP3 yeast inh = NALP3 inflammasome inhibitors in reconstituted yeast, primary screen, luminescence, uHTS | inhibition, % at 10 µM | Yeast reconstituted NLRP3/ASC/caspase-1, beta-gal luminescence, 24 h | hit rate 0.39% among 330,000;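 active = inhibition of 50% or more; inactive = inhibition below 50%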;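 note: plate controls were induced DMSO wells for no effect and uninduced yeast grown without galactose for full effect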
# SENP7 inh = SENP7 protease inhibitors, primary screen, biochemical, luminescence, uHTS; Sentrin-specific protease 7 (Homo sapiens), Q9BQF6; recombinant SENP7, Z-RLRGG-aminoluciferin luminescence, 40 min; inhibition, % at 5 µM; hit rate 1.5% among 330,000; AID 434973, 2010;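 active = inhibition above about 50% at the single test dose, limit read from the data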;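 note: plate controls were DMSO with enzyme for no effect and no enzyme buffer wells for full effect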
# An asterisk follows results filed as active; i = inactive; x = not tested or not shown. Not a hit list; 4.1% or so of the library scored in one or more.
# Results follow in this order: HKDC1 inhibitor	SENP8 block-1	Apaf1 inhib	PfG6PD inh	NLRP3 yeast inh	SENP7 inh	SENP8 block-2	SENP1 FRET inh	SENP6 inh
(1) O=C(CSc1nc2ccccc2c(=O)[nH]1)Nc1ccc([N+](=O)[O-])cc1
  -3	5	-5	-29	12	1	12	3	-16
(2) O=C(COc1cccc(Br)c1)NN=C1c2ccccc2-c2ccccc21
  17	8	15	-10	0	4	9	0	2
(3) COc1ccc(N2CCN(C(=O)CCc3ccc(S(=O)(=O)NC(C)(C)C)cc3)CC2)cc1
  -9	-6	-8	9	12	5	7	2	3
(4) COc1cc(C(=O)Nc2cnc(NC(=O)C(C)C)cc2C)cc(OC)c1OC
  -4	-9	6	-11	4	-5	-44	-103	-1
(5) Cc1ccc2oc(-c3cccc(NC(=S)NC(=O)/C=C/c4ccco4)c3)nc2c1
  2	56*	3	14	15	18	-17	2	57*
(6) CCC1CCCCN1S(=O)(=O)c1ccc(C(=O)Nc2nnc(C3CC3)o2)cc1 (stereo not drawn)
  -8	-2	16	-33	-5	-6	5	0	-6
(7) Cc1cccc(N2CCN(S(C)(=O)=O)CC2)c1C
  -3	-5	7	-10	27	2	13	2	-21
(8) Cc1ccccc1S(=O)(=O)Oc1cccc2c(O)cccc12
  6	-9	10	41	11	12	1	-7	6
(9) Cc1nc(COc2ccc(C(=O)Nc3ccccc3N3CCOCC3)cc2)cs1
  6	5	9	-12	5	0	6	1	1
(10) Cc1ccc(-n2nnnc2SCC(=O)NC2CCCc3ccccc32)cc1 (stereo not drawn)
  9	-4	15	-23	14	1	-2	-4	-15
(11) CN(C)c1cccc(C(=O)Nc2ccc(S(=O)(=O)Nc3nccs3)cc2)c1
  2	9	-4	-7	-26	11	-284	-3	5
(12) O=C(CSc1nnc2scc(-c3ccccc3)n12)Nc1nsc(-c2ccccc2)n1
  8	5	5	-9	12	-4	9	2	6
(13) CCCOc1ccccc1C(=O)N1CCNC(=O)C1CC(=O)OC(C)C (stereo not drawn)
  -7	3	0	11	1	-12	21	0	-7
(14) Cc1cc(NC(=O)c2ccccc2)c(Cl)cc1N
  -8	-9	4	6	28	2	10	1	-5
(15) Cc1ccc(N(Cc2ccc(C(=O)Nc3c(C)n(C)n(-c4ccccc4)c3=O)cc2)S(C)(=O)=O)cc1C
  18	3	-7	-18	6	-2	3	3	-9
(16) COc1ccccc1-n1c(CNC(=O)c2ccco2)nnc1SCC(=O)Nc1cc(C)ccc1C
  -2	-2	6	-11	19	-4	26	-3	-7
(17) CC(C)[C@H](NC(=O)OCc1ccccc1)C(=O)OCC(=O)NC1CCCCC1
  -5	1	15	1	5	11	19	-1	-10
(18) Fc1ccc(/C=N/n2cnn(Cc3ccccc3Cl)c2=S)cc1
  -1	-11	13	48	16	-8	16	1	-9
(19) C=CC[C@@H](CC(=O)OC(C)(C)C)C(=O)OC[C@@H]1CCCN1C(=O)[C@H](CC=C)CC(=O)NCCO
  -10	-5	-13	13	-15	-1	8	1	-26
(20) Cc1nc(CSc2ccc(Cl)cc2)cs1
  1	-9	4	2	-8	0	25	0	13
(21) CCOc1ccccc1-n1c(SCC(=O)N2CCOCC2)nc2ccccc2c1=O
  -4	-5	1	-1	3	-13	4	3	6
(22) NS(=O)(=O)c1ccc(CCNC(=O)C(=O)NCC2OCCN2S(=O)(=O)c2cc(F)ccc2F)cc1 (stereo not drawn)
  1	8	-16	0	-7	-4	2	-6	-6
(23) O=C(CSc1nnc(COc2ccc3c(c2)CCCC3)o1)Nc1ccc(F)cc1
  -4	-9	-4	-19	2	-13	26	3	-14
(24) O=C1N/C(=N/O)S/C1=C/c1cccnc1
  -6	-14	-1	1	2	-13	8	0	-40
(25) CCOC(=O)c1c2n(c3c(NCc4ccccc4)ncnc13)CCCC2
  0	2	3	3	0	3	-4	1	-14
(26) CC(NC(=O)c1ccc(F)cc1)C1CC2CCC1C2 (stereo not drawn)
  -4	-3	3	-1	18	1	10	1	-10
(27) CCOC(=O)Cn1nc(C)c(NC(=O)COc2ccc(C)c(C)c2)c1C
  -4	-3	-9	1	7	8	10	0	5
(28) CC(/C=C/c1cccc([N+](=O)[O-])c1)=N/NC(=O)c1cccnc1
  3	0	3	9	12	4	12	0	5
(29) CCN1C(=O)[C@@H]2[C@H](C1=O)[C@@H]1C(=O)Nc3ccccc3C(=O)N1[C@@H]2c1ccc(Br)cc1
  -6	1	2	2	4	3	-59	-9	-4
(30) CCC1(CC)NC(=O)N(CC(=O)OCC(=O)NC(=O)c2ccccc2OC)C1=O
  -4	2	1	4	12	-3	-8	1	-10
(31) CCCOc1ccc(S(=O)(=O)Nc2ccccn2)c2ccccc12
  -4	2	-5	-5	16	-3	-396	2	5
(32) CC1Oc2ccccc2N(CC(=O)NCc2ccccc2)C1=O (stereo not drawn)
  3	-5	-15	-2	13	-1	8	2	-10
(33) Cc1ccc(NC2CCCN(C(=O)CCn3nccc3C)C2)cc1C (stereo not drawn)
  12	-2	10	22	14	4	17	-1	5
(34) COC(=O)CN(c1nc(C)cc(OC)n1)S(=O)(=O)c1ccccc1
  0	x	x	-10	x	x	9	2	x
(35) COC(=O)C1=C(C)NC(=S)N(C(C)=O)C1c1ccccc1 (stereo not drawn)
  -7	1	14	-1	16	1	30	4	-4
(36) Cc1cccc(C)c1N1CCN(S(=O)(=O)N(C)C)CC1
  -9	1	11	2	34	2	19	-28	-17
(37) CCn1c(SCC(=O)Nc2ccccc2C(=O)OC)nnc1-c1ccc(N)cc1
  18	-7	1	6	-3	-2	-2	1	-6
(38) O=C(CSc1nnc(CNC(=O)c2c(F)cccc2Cl)o1)NCCc1ccccc1
  -4	-1	0	-72	12	-2	13	0	3
(39) CCn1c(CN2CCCCCC2=O)nnc1SCc1cnc(-c2ccccc2)s1
  1	-7	14	-1	2	-8	17	1	5
(40) COc1ccc(OC)c(NC(=O)CN2C(=O)C(C)N(c3ccc(C)cc3)C2=O)c1 (stereo not drawn)
  1	-11	14	4	11	-6	10	2	-4
(41) Cc1ccc(NC(=O)c2ccc(C)c(S(=O)(=O)N3CCOCC3)c2)nc1
  -1	-10	-7	-6	26	-3	4	-1	-7
(42) COc1ccc(NC(=O)CN(C)C(=O)CSCc2ccc(C)cc2)cc1
  7	-6	1	5	7	3	9	2	-4
(43) COc1ccc(-c2ccc3c(=O)cc(-c4ccsc4)oc3c2)cn1
  10	-7	18	5	23	-10	i	-6	-9
(44) O=C(NC1CCCc2ccccc21)c1ccccn1 (stereo not drawn)
  -2	-3	0	2	-17	-3	9	1	-11
(45) CCOc1ccc(C(=O)C(CN2CCOCC2)c2ccccc2)cc1 (stereo not drawn)
  -8	x	x	10	x	x	6	-1	x
(46) CN1CCc2[nH]c3ccc(C(=O)NN)cc3c2C1
  6	-6	-14	-12	3	10	6	2	4
(47) Cc1c(NC(=O)Nc2cccc(F)c2)c(=O)n(-c2ccccc2)n1C
  -7	0	4	3	14	1	-9	1	2
(48) CCOC(=O)C1=C(c2ccccc2)NC(SC)=C(C#N)C1c1ccco1 (stereo not drawn)
  -3	-2	-13	28	7	12	-16	3	9
(49) COCCNC(=S)Nc1cccc2cnccc12
  4	7	3	16	15	9	0	1	14
(50) O=[N+]([O-])c1ccc(-c2nc(NCc3cccnc3)c3ccccc3n2)cc1
  0	-4	8	0	3	2	10	-2	-38
(51) O=C(Nc1ccc(N2CCN(Cc3ccccc3)CC2)cc1)c1ccco1
  6	-4	1	-4	18	-7	5	2	2
(52) O=C(CNC(=S)N(Cc1ccccc1)Cc1cccnc1)NC1CCCC1
  -13	-6	-7	-3	14	-8	8	2	-8
(53) Brc1ccc2nc(N3CCCC3)sc2c1
  1	85*	4	17	22	93*	9	-1	75*
(54) CN(C)C(=O)CCc1ccc2c3c([nH]c2c1)[C@]1(C)[C@@H](C(=O)N2CCOCC2)C[C@H](CC(=O)NCCCn2ccnc2)C(=O)N1CC3
  6	x	6	16	x	5	3	0	x
(55) CN1CCN(c2ccccc2NS(=O)(=O)c2ccc3c(c2)CCN3C(=O)C2CCC2)CC1
  0	3	2	5	10	2	x	x	1
(56) COc1nnc(-c2ccc(N3CCCCC3)c(NC(=O)COc3ccccc3)c2)c2ccccc12
  0	x	x	0	x	x	23	4	x
(57) O=C(Nn1cnnc1)c1cc2c(s1)CCCC2
  -1	-7	1	-3	-4	-2	-3	0	3
(58) CN(C(=O)COC(=O)c1sc2ccccc2c1Cl)C1CCCCC1
  -3	-5	16	-4	19	-4	1	1	1
(59) Cc1ccc(/C=N/NC(=O)c2ccc(-c3ccccc3)cc2)o1
  -3	-5	19	2	31	-3	-128	-1	-44
(60) COc1ccccc1N1CCN(C(=O)c2ccccc2NC(=O)C2CCCCC2C(=O)O)CC1 (stereo not drawn)
  -11	1	-2	4	-3	-1	-6	0	7

# Reprinted at random: two records from the list
# Results follow in this order: HKDC1 inhibitor	SENP8 block-1	Apaf1 inhib	PfG6PD inh	NLRP3 yeast inh	SENP7 inh	SENP8 block-2	SENP1 FRET inh	SENP6 inh
(43) COc1ccc(-c2ccc3c(=O)cc(-c4ccsc4)oc3c2)cn1
  10	-7	18	5	23	-10	i	-6	-9
(42) COc1ccc(NC(=O)CN(C)C(=O)CSCc2ccc(C)cc2)cc1
  7	-6	1	5	7	3	9	2	-4

# Continuation:
# Results follow in this order: HKDC1 inhibitor	SENP8 block-1	Apaf1 inhib	PfG6PD inh	NLRP3 yeast inh	SENP7 inh	SENP8 block-2	SENP1 FRET inh	SENP6 inh
(61) Cc1cccc(NNC(=O)C(=O)NNc2cccc(C)c2)c1
  -6	-7	-10	7	24	5	4	-1	3
(62) COc1ccc(-c2[nH]ncc2CNC(C)c2cn(C)nc2C)c(F)c1 (stereo not drawn)
  -1	10	-29	-13	3	1	7	0	11
(63) CC(/C=C1\SC(=S)N(NS(=O)(=O)c2ccccc2)C1=O)=C\c1ccccc1
  8	80*	-2	-2	-1	3	33	1	96*
(64) O=C(O)COc1ccccc1/C=N/NC(=O)CNC(=O)c1ccc(F)cc1
  -8	5	-9	-1	10	5	6	0	8
(65) Cc1ccc(C)c(S(=O)(=O)NC(Cc2c[nH]c3ccccc23)C(=O)O)c1 (stereo not drawn)
  -9	-10	9	-21	-11	-13	6	0	-3
(66) O=C(O)CC(c1ccc(C(F)(F)F)cc1)N1Cc2ccccc2C1=O (stereo not drawn)
  -2	-2	1	-3	14	-2	22	-1	-13
(67) C=CC(O)Cc1c(C)n[nH]c1C (stereo not drawn)
  -2	-13	-7	-1	11	-5	9	1	6
